Cycloheximide cs = counter-screen hit for Shiga toxin inhibitors, cycloheximide; AID 2314; max response, %; 12% of 300,000 active; cell reporter, cycloheximide protein synthesis inhibition counterscreen; in the data active means max response mostly above about 13%, no sharp cut-off; inactive means mostly below about 14%; further: read at 38.3 µM for the half of the compounds with a filed dose; 0% is about no effect
FBPA Giardia inh = Giardia lamblia aldolase inhibition | A8B2U2 | purified Giardia FBPA | Potency, µM (top dose mostly 59.6 µM), without a hit: top-dose activity, negative = inhibition, actives largely listed as inhibitors | 0.71% of 290,000 active; further: potency means the concentration at half of the fitted maximal effect; on the % scale 0 is the no-effect control and ±100 the full control effect; nearly all actives have a fitted effect of over 55% in size
Target sequence (A8B2U2 whole entry, looked up): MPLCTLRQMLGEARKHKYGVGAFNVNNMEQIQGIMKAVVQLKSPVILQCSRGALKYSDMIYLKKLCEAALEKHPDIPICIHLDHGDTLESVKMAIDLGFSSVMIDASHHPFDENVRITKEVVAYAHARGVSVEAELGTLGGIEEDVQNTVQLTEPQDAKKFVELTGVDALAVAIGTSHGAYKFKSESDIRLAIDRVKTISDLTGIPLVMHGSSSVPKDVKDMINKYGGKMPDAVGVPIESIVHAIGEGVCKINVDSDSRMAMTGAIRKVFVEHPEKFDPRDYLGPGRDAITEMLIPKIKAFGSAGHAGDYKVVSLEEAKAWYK
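Giardia FBPA (40 nM reagent) was preincubated 10 min at RT with compound (up to 57.5 uM final), then substrate plus GAPDH/TPI/NAD/arsenate coupling system with diaphorase/resazurin was added; resorufin fluorescence (525/598 nm) was read after 20 min.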
Shiga toxin inh = inhibitors of Shiga toxin in Vero cells; Vero cells, Shiga toxin protein synthesis inhibition reporter; inhibition, % at 38.7 µM; 9.2% of 290,000 active; AID 2315; in the data active means inhibition mostly above about 28%, no sharp cut-off; inactive means mostly below about 43%; further: 0% is about no effect
HCV inh = HCV inhibition; Huh7.5.1 HCVcc-Cre infection, luciferase reporter, 44 h; Potency, µM (series often up to 41.8 µM), for inactives: top-dose activity change, negative = inhibition, most hits filed as inhibitors; 3.4% of 340,000 active; further: potency means the concentration at half of the fitted maximal effect; on the % scale 0 is the no-effect control and ±100 the full control effect
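Luciferase read-out (15 sec integration) after a 15 min room-temperature substrate step quantifies HCVcc-Cre infection. Cells, 1,000 per well, had compound added 4 h post-plating, then virus at ~0.5 moi, and were cultured 44 h.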
Pf growth 96h = P. falciparum growth inhibition at 96 hours; P. falciparum luciferase reporter growth, 96 h; Potency, µM (highest dose often 28.7 µM), for the others: at the highest dose activity change, negative = inhibition, actives largely listed as inhibitors; AID 504834; 6.9% of 320,000 active; further: potency means the concentration at half of the fitted maximal effect; on the % scale 0 is the no-effect control and ±100 the full control effect
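Cell-based qHTS: luciferase-tagged P. falciparum in erythrocytes (2% hematocrit, 0.05% parasitemia final) incubated with compounds for 96 hours, 37 C, 5% CO2; luciferase detection reagent then added and luminescence measured.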
Pf growth 48h = P. falciparum growth inhibition at 48 hours (one generation). P. falciparum luciferase growth in erythrocytes, 48 h. Potency, µM (highest dose often 28.7 µM), inactives show top-dose activity change, negative = inhibition, actives largely listed as inhibitors. 5.9% of 310,000 active. AID 504832; further: potency means the concentration at half of the fitted maximal effect; on the % scale 0 is the no-effect control and ±100 the full control effect
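First compound was added to culture medium, then infected red cells at 0.1% parasitemia and 2% hematocrit (final). After incubation at 37 C under 5% CO2, luciferase detection reagent was dispensed and light output recorded.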
* hit, by the source's call; ? = inconclusive; . = no result given; & = joins results of further samples; [ ] = remark or other dose. Unless noted, the call rests on the fitted dose curve; in most records, active means well fitted curve in the direction sought with a large enough effect; inconclusive means small, poorly fitted or top-dose-only effect, or another doubt; inactive means no such curve, though single readings can be large; an effect the other way counts as inactive or inconclusive.

SMILES	Cycloheximide cs	FBPA Giardia inh	Shiga toxin inh	HCV inh	Pf growth 96h	Pf growth 48h
COC(=O)c1ccc2c(c1)C(C)(C)C(/C=C/c1ccccc1O)=[N+]2C	-13	?	-26	7.9µM*	?	?
CCSC1=NCCN1C(=O)C(C)(C)Oc1ccc(Cl)cc1	0	-6%	-15	-6%	-77%	?
Cn1c(=O)[nH]c(=O)c2c1nc(Br)n2CC(O)COCc1ccccc1 (stereo not drawn)	-4	3%	4	10%	-19%	32%[activator]
CC(C)(C)SCCNS(=O)(=O)c1ccc2ccccc2c1	8	-3%	-19	-24%	22%	.
CCCn1nc(Oc2nc(SC)nc(N(C)C)n2)ccc1=O	1	6%	-8	-14%	.	10%
Cc1ccc2nc(NC3=NCN(Cc4ccccc4)CN3)nc(C)c2c1	1	8%	-18	.	23%	?
Cc1ccc(NS(=O)(=O)c2cccc(C(=O)N3CCN(c4ncccn4)CC3)c2)cc1	.	.	.	?	?	?
CCOC(=O)N1CCN(CC(=O)Nc2ccc(Oc3ccccc3)cc2)CC1	-4	0%	-15	-17%	.	7.4µM*
Clc1cccc(Cl)c1CNc1ccc(N2CCCC2)cc1	20*	?	85	?	20%	?
CCC(CC)c1nnc(NC(=O)c2cc([N+](=O)[O-])ccc2N2CCCCC2)s1	-2	14%	-4	7.1µM*	?	?
CCCCn1c(N)c(N(CCOC)C(=O)c2cc(-c3ccc(OC)cc3)nc3ccccc23)c(=O)[nH]c1=O	.	.	.	-7%	?	9.3µM*
C=CCN(CC=C)Cc1c(C)[nH]c2ccc(C(=O)OCC)cc2c1=O	1	2%	-11	9%	-15%	?
COC(=O)C1=C(C)NC(C)=C(C(=O)OC(C)C)C1c1cccc2nonc12 (stereo not drawn)	-1	1%&1%	-1	-25%	.	.
CCCCc1nnc(NC(=O)CN2C(=O)NC3(CCCCC3)C2=O)s1	-2	-2%	-9	.	-2%	10%
O=C(CSc1nnc2ccc(-c3ccccn3)nn12)NCC1CCCO1 (stereo not drawn)	-2	3%	2	5%	40%[activator]	38%

The closing 2 records of the section above are carried over, then new ones follow.
SMILES	Cycloheximide cs	FBPA Giardia inh	Shiga toxin inh	HCV inh	Pf growth 96h	Pf growth 48h
CCCCc1nnc(NC(=O)CN2C(=O)NC3(CCCCC3)C2=O)s1	-2	-2%	-9	.	-2%	10%
O=C(CSc1nnc2ccc(-c3ccccn3)nn12)NCC1CCCO1 (stereo not drawn)	-2	3%	2	5%	40%[activator]	38%
CCOC(=O)CCCNC(=O)COC(=O)c1cccc(F)c1	6	4%	-3	17%	7%	-3%
CN(C)S(=O)(=O)c1ccc(C(=O)NNc2nc(-c3ccccc3)c3cc(Br)ccc3n2)cc1	2	8%	-16	-25%	?	-26%
CSc1ccccc1NC(=O)C1CC(c2ccccc2O)=NO1 (stereo not drawn)	41*	-13%	93*	-11%	.	-6%
O=C(c1ccccc1)N1CCN(S(=O)(=O)c2cccs2)CC1	-2	.	-16	-10%	?	-3%
Cc1cc(C(=O)N2CCN(c3ccccc3)CC2)c(C)o1	3	5%	6	4%	79%[activator]	55%[activator]
O=C(Cn1cnc2ccccc2c1=O)NCCC(=O)N1CCC2(CC1)OCCO2	-1	1%	23	20%	.	31%[activator]
O=C(Nc1ccccc1)c1cc2c(=O)c3ccccc3oc2nc1C(F)(F)F	-1	7%	-3	0%	60%[activator]	?
CC(C)(C)c1ccc(/C=N/n2cnnc2)cc1	8	1%	20	19%	?	-22%
CCCc1cc(C(=O)N2CCC(n3nccc3NC(=O)c3ccc(OC)cc3)CC2)no1	21*	.	22*	-5%	20%	-9%
CCCn1c(SCC(=O)Nc2nnc(CC)s2)nc2c1c(=O)n(C)c(=O)n2C	-1	0%	-3	-16%	23%	13%
C/C(=N\NC(=O)CN1CCN(Cc2ccc(C)cc2)CC1)c1ccncc1	-3	4%	14	23%	28%	-1%
COc1ccc(S(=O)(=O)n2[nH]c(=O)c(CCO)c2C)c([N+](=O)[O-])c1	-3	-2%	-3	1%	31%[1.15 µM]	8%
COc1ccc2[nH]c(=O)c(CNc3cc(C)ccc3C)cc2c1	14*	?	43*	-27%	-2%	-17%
O=P1(O)C=C(c2ccccc2)NC(c2ccccc2)=C1	-2	14%	-5	4%	?	-10%
O=C(O)CNCC1COc2ccccc2O1 (stereo not drawn)	-3	-28%	9	4%	126%[activator]	0%

Profiles as entered above. Order of screens: Cycloheximide cs | FBPA Giardia inh | Shiga toxin inh | HCV inh | Pf growth 96h | Pf growth 48h
Record of CSc1ccccc1NC(=O)C1CC(c2ccccc2O)=NO1 (stereo not drawn) : 41* | -13% | 93* | -11% | . | -6%
Record of O=C(O)CNCC1COc2ccccc2O1 (stereo not drawn) : -3 | -28% | 9 | 4% | 126%[activator] | 0%

(more compounds)
SMILES	Cycloheximide cs	FBPA Giardia inh	Shiga toxin inh	HCV inh	Pf growth 96h	Pf growth 48h
CCSc1ncc(/C=N/Nc2ccccc2)n1C	29*	-4%	55*	?	2.6µM*	5.2µM*
O=C(Nc1cc(C(=O)N2CCCC2)ccc1N1CCCC1)C1CC1	-1	-4%	-5	11%	-25%	19%
COc1ccc(C2NC(=O)CCC2[N+](=O)[O-])cc1 (stereo not drawn)	-1	21%	.	16%	?	15%
CCN(CC(=O)Nc1ccc(NC(C)=O)cc1)C(=O)c1ccc(N2CCC(C)CC2)c([N+](=O)[O-])c1	.	.	.	10%	5%	0%
Cn1c(=O)c(=O)n(C)c2cc(S(=O)(=O)N3CCCCCC3)ccc21	-4	-10%	1	18%	?	61%[activator]
Cc1cccc(C(=O)NC(=S)N2CCc3ccccc3C2)c1	1	11%	5	16%	-25%	-3%
Cc1ccc(CSCCNC(=O)CSCc2ccc([N+](=O)[O-])cc2)cc1	-2	2%	-4	-7%	7%	-1%
COc1ccccc1N1CCN(C(=O)c2cc(-c3ccc(C)cc3)on2)CC1	19*	-17%	55*	?	.	15%
O=[N+]([O-])c1ccc(O)c(C2=NNC(c3ccccc3F)C2)c1 (stereo not drawn)	40*	8%	84*	?	22%	0%
Cc1ccc(C(=O)N/N=C2\CCSC2)cc1[N+](=O)[O-]	-1	-6%	21	19%	7%	-2%
CCCCN1C(=O)C2C3C=CC(C2C1=O)C1C2C(=O)N(CCCC)C(=O)C2C31 (stereo not drawn)	0	-2%	-1	4%	-11%	-17%
COC(=O)c1cc(=O)n(Cc2cccs2)c(=Nc2ccc(F)cc2)s1	-2	-3%	-6	?	-2%	?
N=C1/C(=C\c2ccc(SCc3ccccc3)o2)C(=O)N=C2SC=NN12	-1	8%	19	10%	?	2%
CCN(CC)C(=O)n1c(Cc2ccccc2)nc2ccccc21	-1	9%	27	6%	?	-19%
Cc1nc(Nc2cc(F)ccc2C)c2nnn(Cc3ccccc3)c2n1	1	-7%	9	-23%	296%[activator]	0%

The final three records of the part above open the next one:
SMILES	Cycloheximide cs	FBPA Giardia inh	Shiga toxin inh	HCV inh	Pf growth 96h	Pf growth 48h
N=C1/C(=C\c2ccc(SCc3ccccc3)o2)C(=O)N=C2SC=NN12	-1	8%	19	10%	?	2%
CCN(CC)C(=O)n1c(Cc2ccccc2)nc2ccccc21	-1	9%	27	6%	?	-19%
Cc1nc(Nc2cc(F)ccc2C)c2nnn(Cc3ccccc3)c2n1	1	-7%	9	-23%	296%[activator]	0%
Cc1nn(Cc2c(F)c(F)c(F)c(F)c2F)c(C)c1NC(=O)c1ccc(COc2ccc(Cl)cc2Cl)o1	-2	2%	4	7.1µM*	?	-9%
NC(=O)c1nsc(C(=O)N(CC(=O)NC2CCCCC2)c2ccc(Cl)cc2)c1N	1	11%	-4	-5%	?	-22%
COc1cc(OC)c(NS(=O)(=O)c2cn(C)cn2)cc1Cl	-1	.	11	11%	-12%	20%
Oc1ccc(/C=N/n2c(-c3ccco3)csc2=Nc2cccnc2)c(O)c1	-6	-2%	-9	-29%	?	?
CN(Cc1cc2ccccc2[nH]c1=O)C(=O)COc1ccccc1	-2	4%	1	10%	-17%	-23%
COc1ccc(OCCN(C)Cc2c(O)ccc3ccccc23)cc1	18*	-3%	37	2%	39%[activator]	4%
COc1ccccc1OCc1nc2ccccc2s1	27*	0%	64*	14%	.	177%[activator]
COc1ccc(N2C(=O)CCC(C(C)=O)=C2C)cc1	-5	-1%	-5	-5%	?	5%
CC(Cc1cccs1)N(Cc1ccc(Cl)cc1)C(=O)c1ccncc1 (stereo not drawn)	-4	6%	-4	-13%	13µM*	?
CCCC1Cc2c(sc(N)c2C#N)CO1 (stereo not drawn)	4	-3%	-2	-8%	-1%	7%
CC(C(=O)N1CCN(C=O)CC1)N1C(=O)c2ccccc2C1=O (stereo not drawn)	-11	5%	-20	0%	?	13%
Cc1ccc(S(=O)(=O)N/N=C\c2ccc(C)o2)cc1	-2	0%	-1	15%	50%[activator]	9%
Cc1ccc(S(=O)(=O)N2CCCCC2)cc1NC(=O)CNc1ccccc1N1CCCC1=O	.	.	.	-7%	?	13µM*
O=C(COc1ccc(Br)cc1)N1CCN(c2ccccc2)CC1	-3	-1%	-10	5%	4.7µM*	.
Cc1ccc(CN2CC(C(=O)Nc3ccc(C)cn3)CC2=O)cc1 (stereo not drawn)	.	.	.	1%[8.37 µM]	8%	14%
Cc1c(C(=O)NCCN2CCOC2=O)oc2c(F)cccc12	10	6%	16	10%	?	20%
CC(=O)NC(c1ccco1)c1ccc2cccnc2c1O (stereo not drawn)	-5	?	7	7.9µM*	7%	10µM*
Cc1noc(C)c1COc1ccc(C(=O)Nc2ccccc2)cc1	9	0%	23	-6%	-56%	?
Cc1ccc(-c2cccc(OC(=O)c3ccccc3F)c2)cc1	2	1%	-7	9%	26%	33%[activator]
